# From PubChem
# USP28 inh – human USP28 deubiquitinase inhibition. inhibition, % at 25 µM. purified USP28, Ub-rhodamine cleavage fluorescence, 30 min. AID 1645857. Q96RU2. 47,000 compounds, 3% hits
# USP30 inh – blocks human USP30 ubiquitin-rhodamine cleavage; Q70CQ3; purified USP30, Ub-rhodamine cleavage fluorescence; inhibition, % at 25 µM; 47,000 compounds, 5.3% hits; AID 1645860
# Target sequence (Q70CQ3 whole entry, looked up): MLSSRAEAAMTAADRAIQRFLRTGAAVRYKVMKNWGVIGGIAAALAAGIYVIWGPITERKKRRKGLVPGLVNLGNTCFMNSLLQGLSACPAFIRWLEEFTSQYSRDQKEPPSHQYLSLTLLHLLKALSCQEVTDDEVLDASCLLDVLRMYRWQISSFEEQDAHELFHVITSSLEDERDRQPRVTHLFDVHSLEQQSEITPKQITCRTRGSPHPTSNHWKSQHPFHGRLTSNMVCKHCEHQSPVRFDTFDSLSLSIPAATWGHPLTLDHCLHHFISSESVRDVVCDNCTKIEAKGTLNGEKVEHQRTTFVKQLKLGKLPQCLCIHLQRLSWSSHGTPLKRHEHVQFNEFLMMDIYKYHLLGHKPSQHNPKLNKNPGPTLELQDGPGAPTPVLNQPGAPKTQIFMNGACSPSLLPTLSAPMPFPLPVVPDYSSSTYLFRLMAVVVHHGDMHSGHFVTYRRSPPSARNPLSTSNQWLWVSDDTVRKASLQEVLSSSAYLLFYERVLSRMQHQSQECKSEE
# USP8 inh – human USP8 deubiquitinase inhibition | P40818 | purified USP8, Ub-rhodamine cleavage fluorescence, 30 min | inhibition, % at 20 µM | 47,000 compounds, 4.2% hits | AID 1645853
# OTUD3 block – human OTUD3 deubiquitinase inhibition; Q5T2D3; purified OTUD3, Ub-rhodamine fluorescence, 2 h; inhibition, % at 25 µM; 47,000 compounds, 0.7% hits
# Target sequence (Q5T2D3 whole entry, looked up): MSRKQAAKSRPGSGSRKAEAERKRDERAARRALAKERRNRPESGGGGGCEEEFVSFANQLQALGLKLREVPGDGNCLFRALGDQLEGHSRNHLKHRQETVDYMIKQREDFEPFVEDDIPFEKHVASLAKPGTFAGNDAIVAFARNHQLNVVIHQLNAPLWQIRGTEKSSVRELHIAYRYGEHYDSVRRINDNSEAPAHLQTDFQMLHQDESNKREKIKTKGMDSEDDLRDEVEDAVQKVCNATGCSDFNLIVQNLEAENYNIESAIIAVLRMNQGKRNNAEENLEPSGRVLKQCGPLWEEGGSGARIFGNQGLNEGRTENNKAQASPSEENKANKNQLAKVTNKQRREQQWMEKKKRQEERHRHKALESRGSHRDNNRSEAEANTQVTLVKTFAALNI
# USP10 block – human USP10 deubiquitinase inhibition; purified USP10, Ub-rhodamine fluorescence, 60 min; inhibition, % at 20 µM; 47,000 compounds, 1.1% hits; AID 1645856
# USP17 block – blocks human USP17 ubiquitin-rhodamine cleavage; A8MUK1; purified USP17, Ub-rhodamine cleavage fluorescence, 3 h; inhibition, % at 50 µM; 47,000 compounds, 6.5% hits; AID 1645855
# USP7 block – blocks human USP7 ubiquitin-rhodamine cleavage; 47,000 compounds, 0.3% hits; Q93009; inhibition, % at 20 µM; purified USP7, Ub-rhodamine cleavage fluorescence
# UCHL1 block – inhibitors of human UCHL1 deubiquitinase; inhibition, % at 20 µM; P09936; 47,000 compounds, 0.2% hits; purified UCHL1, Ub-rhodamine cleavage fluorescence
# An asterisk follows results filed as active; / = no result given. Cut-off read from the data, not from the text of the source: active = inhibition above about 30%; inactive = the rest.
SMILES,USP28 inh,USP30 inh,USP8 inh,OTUD3 block,USP10 block,USP17 block,USP7 block,UCHL1 block
Nc1ccccc1SC(CC(=O)c1ccccc1)c1ccc([N+](=O)[O-])cc1 (stereo not drawn),11,-22,-178,2,8,1,9,7
Cc1nn(-c2ccccc2)c2c1[C@@H](c1ccc3c(c1)OCCO3)[C@H](NC(=O)c1ccccc1)C(=O)N2,-10,-24,-48,-7,-2,-2,-2,0
CCCS(=O)(=O)N1CCc2nc(NC)n(-c3ccccc3)c(=O)c2C1,6,25,14,3,0,4,7,6
Cc1cc(C(=O)NC2CCC(C)CC2)no1 (stereo not drawn),-3,9,-43,0,0,-11,-2,-2
C[C@H]1CCN(C(=O)CN)[C@@H](Cc2ccccc2)c2nc3ccccc3n21,0,-1,-59,2,-5,-20,0,-2
COCCNc1nc(C)nc2c1oc1ccccc12,-11,-14,1,-4,1,-23,0,-2
CCN1CCN(c2ccc(C(=O)OC)cc2NC(=O)Cc2ccccc2)CC1,6,25,6,6,4,1,3,0
COc1ccccc1CC(=O)NC1CC2(CCOCC2)Oc2ccccc21 (stereo not drawn),6,9,15,5,5,11,7,4
CCN1CCC2(CC1)NC(=O)N(C1CCCN(C(=O)Cc3cccc(C)c3)C1)C2=O (stereo not drawn),9,26,23,18,1,17,2,1
O=C(NCc1cnc2n1CCN(Cc1ccco1)C2)C1CC1,-104,-370,-180,-81,-6,-113,-14,-20
COc1ccc(-c2cc(C(=O)NCc3ccccc3)on2)cc1,-21,-17,6,-11,13,-5,-1,-3
Cc1nn2c(S(=O)(=O)N(C)Cc3ccccc3)c(C)nc2s1,8,-57,7,7,2,1,5,5
COc1ccc(NS(=O)(=O)c2ccc3c(c2)NC(=O)CO3)cc1OC,0,5,1,0,1,0,4,0
COc1ccc(CN2CC[C@H](c3nc4ccc(C#N)cc4[nH]3)C2)cc1,-10,-21,-3,-15,1,/,-7,0
O=C(NCC1CCCO1)C1CCN(S(=O)(=O)c2cccc3cccnc23)CC1 (stereo not drawn),2,-21,-4,-10,-3,-7,-3,-2
C/C=C\C=C\C(=O)C12C(=O)C(C)=C(O)C(C)(O)C1C1C(=C(O)/C=C/C=C/C)C(=O)C2(C)C(=O)C1(C)O (stereo not drawn),-15,-91,-85,-10,-5,-42,-22,-18
COc1ccccc1NC(=O)Cn1cc(-c2ccccc2)oc1=O,-11,-23,-18,-16,-1,-24,-6,-6
O=S(=O)(c1ccc2c(c1)OCCO2)N1CCCC1c1ccco1 (stereo not drawn),14,9,20,8,5,13,1,0
O=C(Nc1ccccc1C(F)(F)F)c1ccc(N2CCCC2)nn1,7,-4,-20,0,0,-10,0,1
CCn1c(-c2ccccc2)c2c(=O)n(C)c(=O)n(C)c2c1Br,-2,-3,-22,-3,0,-3,3,-3
O=C(CCCn1c(=O)c2ccccc2n(Cc2ccccc2)c1=O)NCc1ccco1,4,10,15,7,7,17,-4,1
O=C(CCC1CCCCC1)N1CCN(c2ncnc3c2nnn3Cc2ccccc2)CC1,14,32*,14,13,8,12,17,8
COc1ccc(C)cc1-n1c(SCC(=O)NCC(F)(F)F)nc2sc(C)c(C)c2c1=O,4,-29,5,2,-6,-12,-4,4
Cc1nc2c(-c3ccc(Cl)cc3)c[nH]n2c(=O)c1Cc1ccccc1,-12,-22,-126,11,65*,-12,-21,12
CCS(=O)(=O)N1CCc2c(nc(C3CCCCN3)[nH]c2=O)C1 (stereo not drawn),7,-17,-6,0,-2,0,2,2
CN1C(=O)c2cccnc2Sc2cc(NC(=O)Cc3ccc(F)cc3)ccc21,-17,-51,-88,-17,-11,-6,-10,-15
O=C(CSc1nnc2sc3ccccc3n12)NCc1ccc2c(c1)OCO2,-1,20,-14,6,1,32*,1,0
NS(=O)(=O)c1ccc(CNc2nc(-c3cccnc3)nc3ccccc23)cc1,-13,-40,-6,-18,0,14,1,1
COc1ccccc1CNC(=O)CN1CCC2(CC1)N=C(c1ccc(Cl)cc1)C(=O)N2,-15,-4,-17,-3,-2,-25,-6,0
CC1=C(C(N)=O)C(c2cccs2)n2ncnc2N1 (stereo not drawn),-5,-13,5,-7,-2,-7,-1,-3
CNC(=O)C1CCN(c2nc3ccc(-c4ccccc4F)nc3s2)CC1,5,-23,0,6,-5,16,-1,3
COc1cccc(CNC(=O)CCC(=O)N2CCOc3ccccc32)c1OC,-4,-8,0,0,0,-8,-1,-1
CC(C(=O)Nc1cccc(S(N)(=O)=O)c1)N1CCCCCC1 (stereo not drawn),-14,-19,1,-4,-8,-1,0,-1
CC(C)[C@H](NC(=O)c1ccc2nc(-n3cccc3)sc2c1)C(=O)NCc1ccco1,-58,-300,-5,-78,-6,-113,-31,-37
O=C1CCN(C(=O)c2ccc(C(=O)c3ccccc3)cc2)CC1,3,20,3,14,6,13,-1,3
c1cnc(N2CCCC3(COCCN(CC4CC4)C3)C2)cn1 (stereo not drawn),-22,-37,-6,-21,-2,-23,-2,-2
CC(C)n1c(=O)c2nscc2n(CC(=O)Nc2ccccc2)c1=O,-6,2,4,-1,2,-8,-2,0
COCCn1c(SCC(=O)Nc2cccc3ccccc23)nc2ccccc21,-3,-12,-3,-9,-5,-1,-10,0
O=S(=O)(NC(=NCc1ccccc1)c1ccccc1F)c1ccccc1,4,8,0,4,2,7,0,1
CN1CC(=O)N(C2CCCNC2)Cc2c(NC3Cc4ccccc4C3)ncnc21 (stereo not drawn),29,19,68*,13,0,29,5,3
Cc1cccc(N2CCN(C(=O)c3nc4cccnc4n(C)c3=O)CC2)c1C,-6,-20,-33,-10,-2,-7,-13,-7
Cc1ccc(NS(=O)(=O)c2cc(C(=O)NCc3cccnc3)ccc2C)cc1,-5,0,-9,-6,1,-12,-9,-3
O=C(NCc1ccccc1)N1C[C@H]2CC[C@@]3(N=C(c4ccccc4)NC3=O)[C@H]2C1,14,12,-16,9,0,6,0,2
COc1cnc(-c2ccccn2)nc1Sc1ccc(C)cc1,19,60*,-312,26,-1,7,-15,3
Cn1ncc2c1C(COCC1CC1)CN(C(=O)c1ccncn1)C2 (stereo not drawn),-12,-43,-260,-7,-4,-37,-6,-10
Cc1ccc(F)cc1Nc1ncnc2sc3c(c12)CCC(C)C3 (stereo not drawn),-54,-170,-14,-33,-5,-40,-4,-12
CC(C)(C)n1ccc2c(cnc3nc(-c4ccncc4)nn32)c1=O,-12,-40,-6,-10,-6,-32,-11,-8
CC1=C(C(=O)OC2CCCCCC2)C(c2ccccc2[N+](=O)[O-])CC(=O)N1 (stereo not drawn),7,5,62*,-3,3,9,-6,1
CCOC(=O)c1ccc(NC(=O)Cn2cc(S(=O)(=O)Cc3ccc(C)cc3)c3ccccc32)cc1,-40,-287,3,-31,-13,-45,-4,-11
O=C(Nc1ccccc1F)c1ccc2noc(-c3ccccc3)c2c1,-8,-41,-135,-4,-1,-13,0,0
COc1cccc(CC(=O)Nc2cc(F)c3nc(N4CCOCC4)ccc3c2)c1,36*,-96,72*,-15,-4,58*,-3,-1
Cc1cc(NC(=O)COc2ccc(F)c(Cl)c2)no1,40*,12,9,9,-2,13,0,2
Cc1ccc(S(=O)(=O)N2CCC(c3cc4n(n3)CCCNC4=O)CC2)c(C)c1,3,10,11,4,-3,5,-1,-1
CCc1ccccc1NC(=O)c1nnn(-c2ccccc2)n1,2,13,2,5,6,2,3,1
Cc1cnc(C2CN(C(=O)c3cnc4ccccc4c3)CCO2)[nH]1 (stereo not drawn),9,9,6,13,-3,7,6,0
O=C(Nc1ccccc1F)C1CCc2nc(N3CCCCC3)ncc2C1 (stereo not drawn),2,-14,5,-5,0,1,-18,1
c1cc(C2CCCCN2Cc2ccnc(N3CCCC3)n2)[nH]n1 (stereo not drawn),-10,-27,-9,-5,-2,-20,-3,-1
O=C(Cn1c(=O)n(Cc2ccc3c(c2)OCO3)c(=O)c2ccccc21)c1ccccc1,12,36*,36*,9,0,23,4,2
CCN1CCN(c2nc(Nc3ccc(Cl)cc3C)c3nccnc3n2)CC1,-23,-59,-61,-27,-5,/,-39,-3
CN(C)C(CNc1ncnc2ccccc12)c1c(F)cccc1Cl (stereo not drawn),1,4,5,0,-8,4,0,0

# Among those listed so far, these contain a halogen.
SMILES,USP28 inh,USP30 inh,USP8 inh,OTUD3 block,USP10 block,USP17 block,USP7 block,UCHL1 block
O=C(Nc1ccccc1C(F)(F)F)c1ccc(N2CCCC2)nn1,7,-4,-20,0,0,-10,0,1
CCn1c(-c2ccccc2)c2c(=O)n(C)c(=O)n(C)c2c1Br,-2,-3,-22,-3,0,-3,3,-3
COc1ccc(C)cc1-n1c(SCC(=O)NCC(F)(F)F)nc2sc(C)c(C)c2c1=O,4,-29,5,2,-6,-12,-4,4
Cc1nc2c(-c3ccc(Cl)cc3)c[nH]n2c(=O)c1Cc1ccccc1,-12,-22,-126,11,65*,-12,-21,12
CN1C(=O)c2cccnc2Sc2cc(NC(=O)Cc3ccc(F)cc3)ccc21,-17,-51,-88,-17,-11,-6,-10,-15
COc1ccccc1CNC(=O)CN1CCC2(CC1)N=C(c1ccc(Cl)cc1)C(=O)N2,-15,-4,-17,-3,-2,-25,-6,0
CNC(=O)C1CCN(c2nc3ccc(-c4ccccc4F)nc3s2)CC1,5,-23,0,6,-5,16,-1,3
O=S(=O)(NC(=NCc1ccccc1)c1ccccc1F)c1ccccc1,4,8,0,4,2,7,0,1
Cc1ccc(F)cc1Nc1ncnc2sc3c(c12)CCC(C)C3 (stereo not drawn),-54,-170,-14,-33,-5,-40,-4,-12
O=C(Nc1ccccc1F)c1ccc2noc(-c3ccccc3)c2c1,-8,-41,-135,-4,-1,-13,0,0
COc1cccc(CC(=O)Nc2cc(F)c3nc(N4CCOCC4)ccc3c2)c1,36*,-96,72*,-15,-4,58*,-3,-1
Cc1cc(NC(=O)COc2ccc(F)c(Cl)c2)no1,40*,12,9,9,-2,13,0,2
O=C(Nc1ccccc1F)C1CCc2nc(N3CCCCC3)ncc2C1 (stereo not drawn),2,-14,5,-5,0,1,-18,1
CCN1CCN(c2nc(Nc3ccc(Cl)cc3C)c3nccnc3n2)CC1,-23,-59,-61,-27,-5,/,-39,-3
CN(C)C(CNc1ncnc2ccccc12)c1c(F)cccc1Cl (stereo not drawn),1,4,5,0,-8,4,0,0

# Continuation:
SMILES,USP28 inh,USP30 inh,USP8 inh,OTUD3 block,USP10 block,USP17 block,USP7 block,UCHL1 block
NC(=O)C1(N2CCCCC2)CCN(c2ncc(C(F)(F)F)cc2Cl)CC1,-15,-1,0,-10,1,-13,0,0
O=C(c1ccc(Br)o1)N(Cc1ccccc1Cl)c1ccccn1,31*,21,-12,17,5,18,0,1
CN(C(=O)CSc1nnnn1-c1ccccc1)c1ccccc1,3,19,4,7,-1,8,-5,3
COc1ccc(C)cc1NC(=O)CN1C[C@]2(NC(C)=O)CN(C)CC[C@@H]2[C@H]1c1ccccc1,-14,-38,-10,-8,-9,-15,-8,0
O=C(Nc1nc2c(s1)CN(C(=O)/C=C/c1ccco1)CC2)C1CCCO1 (stereo not drawn),-35,-274,41*,-40,-8,-18,-153,-100
CC(C(=O)NCc1ccccn1)n1cccc1C(=O)c1ccccc1 (stereo not drawn),2,9,-6,5,0,14,-2,2
CN1C[C@H]2CCN(C(=O)c3ccncc3)CC[C@H]2S1(=O)=O,10,18,8,6,0,9,5,3
Cn1nccc1C(=O)N1CC[C@H]2NC(=O)c3ccccc3OCC/C=C/C[C@H]2C1,-6,-17,-13,0,3,-7,-2,-1
COc1ccc(-n2c(Cc3cccn3C)nnc2SCC(=O)NCCc2ccccc2)cc1,0,-14,11,-2,-1,15,2,1
O=C(OCCn1nc(C(=O)O)c2ccccc2c1=O)c1ccccc1,23,0,2,6,-3,1,/,4
CC(=O)N1Cc2cc(C)ccc2OC2(CCN(CC(=O)N3CCCCC3)CC2)C1,-4,7,-3,1,0,-3,-2,-2
O=C(COc1ccccc1-c1nnc(-c2ccccc2)o1)NCCCc1ccccc1,11,35*,12,8,1,9,3,1
Cc1ccc(-c2ncc(NC(=O)C3CCC3)cn2)cc1,25,4,33*,0,6,1,-12,0
CCOC(=O)Cn1ncc2c(=O)oc3ccccc3c21,25,18,-1,16,0,12,-2,1
Cc1cn[nH]c1CC1CCCN(C(=O)c2cccc3cccnc23)C1 (stereo not drawn),-9,-5,-6,-5,0,-6,7,2
CC(C)c1cc(C2CCCN2C(=O)Cc2ccccc2F)on1 (stereo not drawn),2,4,7,8,0,0,-1,0
COc1cccc(CC(=O)N2CCC(c3[nH]nc4nccnc34)CC2)c1,-9,-9,-20,-5,0,-6,-6,-1
CC(C)(C)c1cc(NC(=O)CSc2nnc(C3CC3)n2Cc2ccccc2)on1,-5,-1,-7,-6,1,0,-4,7
CCOC(=O)c1noc2nc(C)nc(NCC3CCN(Cc4ccc(F)cc4)CC3)c12,-32,-62,6,-15,-4,-25,3,0
O=C(CCC(=O)N1CC=C(c2ccccc2)N1)N1CCC(c2nc3ccccc3o2)CC1,-4,4,-16,-5,-2,-11,-3,-3
COc1cc(Cl)c(C)cc1NC(=O)c1nc(-c2ccncc2)no1,14,34*,0,11,-3,40*,3,2
